Screens deposited in PubChem by The Scripps Research Institute Molecular Screening Center.
TAAR1 agonist: agonists of human TAAR1; CHO RD-HGA16 TAAR1, Fluo-8 calcium fluorescence; vehicle wells 0%, saturating PEA agonist 100%; activation, % at 3 µM; 360,000 tested, 0.99% active;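 active = activation above the mean activation of all test compounds in the run plus 3 SD, cut at about 38% in these data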
Target sequence (Q96RJ0 whole entry, looked up): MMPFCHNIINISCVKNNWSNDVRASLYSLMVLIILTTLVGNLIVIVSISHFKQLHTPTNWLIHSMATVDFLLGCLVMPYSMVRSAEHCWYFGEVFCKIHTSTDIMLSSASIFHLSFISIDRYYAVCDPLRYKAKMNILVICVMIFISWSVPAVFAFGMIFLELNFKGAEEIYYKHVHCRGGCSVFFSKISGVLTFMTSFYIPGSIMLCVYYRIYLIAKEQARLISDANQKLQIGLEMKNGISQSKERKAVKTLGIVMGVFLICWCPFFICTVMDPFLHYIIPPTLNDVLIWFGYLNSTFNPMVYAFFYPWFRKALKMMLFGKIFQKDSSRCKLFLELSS
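Assay system – CHO-derived RD-HGA16 cells with stable Gα16 and human TAAR1 · Compound dosing – one-point dosing at 3 µM (nominal) · Incubation – 17-24 h seeding, 75 min 37 °C dye, 30 min RT · Measured by – kinetic Fluo-8 calcium fluorescence · Control set – DMSO vehicle as 0%, PEA at EC100 as 100% · Repeats – single well for each compound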
M1 PAM parental: counter-screen for M1 PAMs: effect in parental CHO-K1 cells | ATP EC20, Fluo-8 calcium fluorescence; 0% at ATP EC20, 100% at ATP max | activation, % at 3 µM | 360,000 tested, 0.02% active | AID 602247;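 active = activation above the run cutoff, the mean activation of all test compounds plus 3 SD, cut at about 40% in these data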;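 also: peak over basal fluorescence ratio in a 140 s read after ATP addition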
M1 ag parental: nonselective activator or artifact in parental CHO-K1 cells | Fluo-8 calcium fluorescence; scaled to maximal ATP response, vehicle zero | activation, % at 3 µM | 360,000 tested, 0.48% active | AID 602248; in the data active = activation above about 15%;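 also: untransfected CHO-K1 host cells lacking M1 receptor as counterscreen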
CHO-K1 Ca antag: M1 antagonist counterscreen hit in parental CHO-K1 cells; inhibition, % at 3 µM; ATP-induced calcium, Fluo-8 fluorescence; 360,000 tested, 0.6% active;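 active = inhibition above a per-plate cutoff, the plate's mean sample inhibition plus 3 SD, cut at about 24% in these data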;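 also: 0% = DMSO plus EC80 ATP and 100% = DMSO alone without ATP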
CHO parental Ca: counter-screen: ATP calcium response change in parental CHO cells | parental CHO-K1, ATP-induced calcium, Fluo-8 fluorescence | inhibition, % at 5.6 µM | 330,000 tested, 0.63% active;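 active = inhibition above that plate's mean sample inhibition plus 3 SD, cut at about 26% in these data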;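 also: 0% = ATP-challenged DMSO wells and 100% = DMSO wells without ATP; some compounds past the cut are filed as inactive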
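Assay system: untransfected parental CHO cell line. Also added: ATP agonist challenge. Dosing: one dose, 5.6 µM nominal. Measured by: Fluo-8 fluorescence. Read-out: % inhibition. Benchmarks: ATP wells versus no-ATP DMSO wells. Repeats: no replicates.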
M1 antag: human CHRM1 antagonism. 360,000 tested, 1.3% active. CHO-K1 hM1, Fluo-8 calcium fluorescence, ACh EC80 antagonist. inhibition, % at 3 µM. P11229;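 active = percent inhibition above its own plate's cutoff, namely the mean of that plate's compound wells plus 3 SD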;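 also: peak over basal fluorescence ratio during 140 s after agonist addition; 0% = ACh EC80 plus DMSO and 100% = DMSO alone without agonist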
Target sequence (P11229 whole entry, looked up): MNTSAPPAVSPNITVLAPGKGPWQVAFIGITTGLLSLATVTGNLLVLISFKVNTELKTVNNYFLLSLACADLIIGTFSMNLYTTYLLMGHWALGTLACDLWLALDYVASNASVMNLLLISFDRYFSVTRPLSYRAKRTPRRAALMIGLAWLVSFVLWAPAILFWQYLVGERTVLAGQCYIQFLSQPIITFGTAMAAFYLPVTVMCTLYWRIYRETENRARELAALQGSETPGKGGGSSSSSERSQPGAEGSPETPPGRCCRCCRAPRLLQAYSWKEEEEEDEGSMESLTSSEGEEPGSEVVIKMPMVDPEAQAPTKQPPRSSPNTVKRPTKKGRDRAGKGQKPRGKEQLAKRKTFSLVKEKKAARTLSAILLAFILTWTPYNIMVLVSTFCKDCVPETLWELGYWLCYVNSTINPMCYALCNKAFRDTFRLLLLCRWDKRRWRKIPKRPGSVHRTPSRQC
M1 ag: activates human CHRM1 receptor | P11229 | CHO-K1 hM1, Fluo-8 calcium fluorescence, agonist mode; 0% DMSO, 100% acetylcholine EC100 | activation, % at 3 µM | 360,000 tested, 0.33% active | AID 588814;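 active = activation above the run's mean compound activation plus 3 SD, cut at about 16% in these data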;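 also: peak over basal fluorescence ratio within a 140 s kinetic read after compound addition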
CHRM1 PAM: human CHRM1 positive allosteric modulation; activation, % at 3 µM; P11229; CHO-K1 hM1, Fluo-8 calcium fluorescence, ACh EC20; 0% = ACh EC20, 100% = maximal ACh; 360,000 tested, 0.088% active; in the data active = activation above about 19%, passing the limit was not always enough
TAAR1 antagonist: human TAAR1 antagonism. Q96RJ0. CHO RD-HGA16 TAAR1, Fluo-8 calcium fluorescence, antagonist. inhibition, % at 3 µM. 360,000 tested, 1.5% active;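 active = inhibition above a per-plate cutoff, the mean inhibition of test compounds on that plate plus 3 SD, cut at about 49% in these data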;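 also: 0% = DMSO plus EC80 beta-PEA response and 100% = DMSO alone without agonist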
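System: RD-HGA16 CHO cells with stable hTAAR1 and Gα16 | Probe or stimulus: EC80 β-phenethylamine stimulus | Dosing: 3 µM, single point | Times: Dye loading 75 min at 37 °C, then 30 min room temperature | Measured by: Fluo-8 calcium-sensitive fluorescence | Read-out basis: % inhibition of agonist calcium response | Replicates: n of 1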
* marks the source's active call; other numbers are inactive results; . = no result given; & = joins results of further samples.

SMILES	TAAR1 agonist	M1 PAM parental	M1 ag parental	CHO-K1 Ca antag	CHO parental Ca	M1 antag	M1 ag	CHRM1 PAM	TAAR1 antagonist
COc1cccc(Nc2nc(C(N)CCc3ccccc3)cs2)n1 (stereo not given)	45*	12	7.4	1	.	1	10	4	22
CNc1nc(C(=O)O)nc(N2CCOCC2)n1	3	15	0.3	0	3	-5	1	9	1
Cc1ccc(C(=O)NCC(=O)OCC(=O)c2ccc3c(c2)OCCO3)cc1C	10	11	0.1	-2	-18	-18	-3	3	0
Cc1ccc2c(CN3CCCCC3C)cc(=O)oc2c1C (stereo not given)	5	-23	-1.1	3	.	-12	-8	10	3
Cc1ccc(/C(N)=N/OC(=O)C(C)c2ccc([N+](=O)[O-])cc2)cc1 (stereo not given)	3	9	1.2	-1	-12	-9	-5	-3	27
COc1ccc(CN(CCC(C)C)S(=O)(=O)c2ccccc2Br)c(OC)c1	5	25	1.7	-21	-27	-8	-5	0	15
c1ccc(OCCNc2nc(NCC3CC3)nc3cc(-c4ccccc4)sc23)cc1	0	-3	0.2	-8	.	-9	-4	-2	-10
CN(C(=O)CN1CCN(c2cc(-c3ccc(OCc4ccccc4)cc3)ncn2)CC1)c1ccccc1	7	9	8.9	8	.	30*	-2	-14	28
Cc1oc(-c2cc(F)ccc2F)nc1CN1CCN(C)C(=O)[C@@H]1C	6	5	0.1	8	-16	-15	-5	20	3
Cc1cccn2c(N)c(-c3ccccc3)nc12	2	5	0.1	-5	-24	-5	-5	4	0
CCOC(=O)c1c(NC(=O)C(C)OC(=O)c2ccc(NC(=O)CC#N)cc2)sc2c1CCCC2 (stereo not given)	18	7	0.8	3	-16	7	-3	0	31
Oc1oc(-c2ccco2)nc1C=Nc1cccc(Cl)c1	4	19	0.9	-34	-9	-15	-4	11	5
Cn1cc(/C=N/NC(N)=S)c2ccccc21	6	14	0.6	-3	-7	-8	-3	7	-35
CN(C)c1ccc(N/C=C/C(=O)c2ccc(F)cc2)cc1	.	-15	0.5	-11	-19	-3	-1	1	.
O=c1[nH]cnc2c1ncn2[C@@H]1C[C@@H](O)[C@H](CO)O1	2	7	0.4	-8	14	-21	0	12	-10
OC1CCCC1NCc1ccnc2cc(Cl)ccc12 (stereo not given)	23	3	0.4	4	.	7	-5	-4	-8
COc1ccc(CC(N)c2csc(NC(=O)NC(c3ccccc3)c3ccccc3)n2)cc1 (stereo not given)	22	21	1.0	-6	.	-2	10	2	12
Clc1ccc(-c2c[nH]c3ccccc23)nn1	6	6	-0.5	-3	-6	-7	-5	11	16
COCCn1c(SCC(=O)NC2CCCCC2C)nc2ccccc2c1=O (stereo not given)	-1	5	0.9	-16	-16	-6	0	-2	2
COc1cc(-c2nnc(-c3ccccc3)o2)cc(OC)c1OC	9	15	2.9	-1	-13	-5	-3	2	8
COc1ccc2nc(NC(=O)C3=NN(c4ccccc4)C(=O)CC3)sc2c1	3	4	1.9	-2	-14	-4	-9	-2	19
CN(C)c1ccc(C2(O)C(=O)c3ccccc3C2=O)cc1	7	23	1.5	-4	4	0	-10	9	-5
CC(=O)N1CC=CC1(C)C(=O)NCc1cc(F)cc(C(F)(F)F)c1 (stereo not given)	0	0	-0.5	-2	-8	11	-2	-3	6
COc1cccc(CNC(=O)CCNC(=O)N2CC(=O)Nc3ccccc32)c1	0	15	-0.1	0	.	-17	-1	11	-8
O=C(CCS(=O)(=O)c1ccc(F)cc1)Nc1nc(-c2ccncc2)cs1	8	-4	11	-13	2	8	2	-7	-2
CC(C)CCNc1nc2ccccc2nc1NS(=O)(=O)c1cccs1	0	20	3.1	-7	-8	-17	1	11	-10
COc1cc(C2C(C#N)=C(N)OC3=C2C(=O)CC(C)(C)C3)ccc1OC(=O)N1CCOCC1 (stereo not given)	0	11	0.6	-14	-17	-14	-4	9	-3
NC(=O)C1c2ccccc2Oc2ccccc21	3	4	1.0	-11	-5	-16	-3	7	-7
CCOCCCNC(=O)C(c1ccccc1)N(Cc1cccs1)C(=O)CNC(=O)c1ccccc1 (stereo not given)	15	19	5.0	-5	-12	0	-7	-3	38
COC(=O)c1sccc1NC(=O)C1CC=CCC1C(=O)O (stereo not given)	3	6	-0.2	-5	7	-8	-2	6	2
COCC(=O)N1CCC(Oc2ccc(C(=O)N3CCCCCC3)cc2)CC1	1	6	11	5	-4	-1	-2	0	-23
Cc1cccc(N2CCN(Cc3nc(-c4ccc(F)cc4F)oc3C)CC2)n1	-1	4	3.1	-5	-8	2	-7	-1	-13
COc1ccccc1NS(=O)(=O)c1ccc(NC(=O)c2nc3nc(C)cc(C(F)F)n3n2)cc1	4	19	2.8	-9	-14	-7	-3	3	31
CN(C)Cc1c(C(=O)N/N=C/c2cccc3ccccc23)nnn1-c1nonc1N	-1	-10	-0.5	0	-12	-6	2	10	7
CC(=O)Nc1ccc(Oc2ccc(S(=O)(=O)N3CCCC3)cn2)cc1	2	5	0.7	0	-3	-3	-3	2	-7
CCCNC(=O)C1(C)CCN(Cc2noc(-c3ccccc3OC)n2)C1 (stereo not given)	0	-4	-0.1	-7	.	-10	-2	5	26
O=S(=O)(c1cccc(C(F)(F)F)c1)N(CCCN1CCOCC1)Cc1cccs1	4&9	-4&21	0.2&0.7	10&-14	-32&-34	-13&-4	-4&-7	-4&8	21&3
O=C(CCN1C(=O)C2CC=CCC2C1=O)Nc1cc(C(F)(F)F)ccc1N1CCCC1 (stereo not given)	8	-5	1.5	-8	-15	1	0	0	-8
Cc1ccccc1NC(=O)Nc1ccccn1	2	34	0.5	-27	-23	-18	-2	8	-30
COc1ccc(OC)c(S(=O)(=O)NCC(=O)O)c1	0	-24	0.1	2	1	-30	-1	6	-1
Cc1cccc(C)c1OCCCCN1CCNCC1	4	19	0.0	-15	-4	-7	-4	4	-8
Cc1cccnc1C(NC(=O)C1CCN(Cc2cn(C)c3ccccc23)CC1)c1ccc(Cl)cc1 (stereo not given)	32	13	10	-4	.	2	4	-1	16
CCOc1cc(C(=O)CCC(=O)OCC(=O)Nc2ccc(F)cc2)ccc1O	0	7	2.0	1	.	-2	-3	2	-1
C/C(CC(=O)Nc1ccc2c(c1)OCCO2)=N\NC(=O)Cc1ccccc1	-3	24	12	-18	-8	-1	-2	7	2
CCC1(C)Cc2c(sc3nc(NC)n(C)c(=O)c23)CO1 (stereo not given)	7	5	3.9	2	2	2	-2	1	-3
COc1ccc(-c2oc3ccccc3c(=O)c2OCC(=O)O)cc1	0	-8	-0.5	16	5	10	-1	1	5
COc1ccc(NC(=O)CN(C)CC(=O)Nc2cccc3ccccc23)c(OC)c1	1	12	0.6	8	.	-7	-2	8	1
O=C(NC1CCCCC1)c1ccc(-n2cncn2)c([N+](=O)[O-])c1	1	16	5.7	0	-10	-15	-2	7	-8
Nc1cccnc1-n1nc(C(F)(F)F)cc1C(F)(F)F	-1	5	2.2	-9	-10	-1	-5	3	-28
COc1ccc2oc(=N)c(C(=O)Nc3ccccc3Cl)cc2c1	2	8	-0.2	-9	-20	-19	-2	8	-30
(next part)
SMILES	TAAR1 agonist	M1 PAM parental	M1 ag parental	CHO-K1 Ca antag	CHO parental Ca	M1 antag	M1 ag	CHRM1 PAM	TAAR1 antagonist
COc1ccc2c(c1)[C@H]1[C@H](CO2)[C@H](c2ccccc2)[C@]2(C)C(=O)Nc3ccc(Br)cc3C(=O)N12	6	-24	-0.8	11	6	14	-8	-7	14
Nc1cc(N)nc(SCC(=O)NNC(=O)Cc2ccccc2)n1	2	22	2.0	-12	8	-9	-6	9	4
COc1ccc(C2c3ccc(O)cc3Oc3ncn4nc(-c5ccco5)nc4c32)cc1OC (stereo not given)	3	15	1.1	-8	-10	-15	-2	12	-39
Cc1ccc(NC(=O)c2ccc(Nc3c([N+](=O)[O-])cc([N+](=O)[O-])cc3[N+](=O)[O-])cc2)cc1	5	-2	11	9	-13	14	-2	-15	21
c1ccc2c(c1)CC1(CCCC1)N=C2N1CCOCC1	-2	25	2.5	-18	-2	-17	-3	15	-20
CC(=O)OC[C@H]1O[C@@H](Oc2cc3ccc(=O)oc3cc2OC(C)=O)[C@H](OC(C)=O)[C@@H](OC(C)=O)[C@@H]1OC(C)=O	2	11	2.8	-8	.	2	-3	-4	14
Cc1cc(NC(=O)c2cc(C3CC3)on2)n(-c2ccccc2)n1	-1	15	0.1	-3	-6	-9	-5	7	6
C=CCC1CCCCC12NC(=O)NC2=O (stereo not given)	3	8	2.6	5	-14	4	-1	2	1
C1COCCNCCOCCOCCN1	2	8	0.5	0	5	-9	-1	10	9
Cc1cccc2sc(N(CCCN3CCOCC3)C(=O)CS(=O)(=O)c3ccc(F)cc3)nc12	9	-18	1.2	4	-20	3	-5	1	41
Nc1ccc(C(=O)NCCCCCCNC(=O)c2ccc(N)cc2)cc1	-1	2	1.0	-6	-10	-7	-2	9	2
O=C(NCCCN1CCN(c2cccc(Cl)c2)CC1)C1CCC(=O)N1Cc1ccccc1Cl (stereo not given)	-3	31	1.6	-15	.	-3	-7	-7	11
Cc1cccc(-c2nnc(SCCC(=O)N3CCOCC3)o2)c1	2	-12	0.3	7	-13	6	0	2	3
Cc1cccc(NC(=O)/C(=C\c2ccco2)NC(=O)c2ccccc2)c1	4	18	1.2	1	-13	-8	-2	12	3
CCCOc1ccc(C2C3=C(Nc4nc(N)[nH]c(=O)c42)c2ccccc2C3=O)cc1 (stereo not given)	-2	6	0.1	-12	-11	-8	-3	5	-23
CN(c1ccc(OCC(=O)OCC(=O)Nc2ccccc2)cc1)S(=O)(=O)c1cccs1	15	10	10	-3	4	-5	1	0	14
CC(=O)Nc1ccc(-c2csc(NC(=O)Cc3ccccc3F)n2)cc1	6	-2	1.7	-4	-14	-6	1	4	27
O=C(NCc1ccc2c(c1)OCO2)C1CCCN1C(=O)Nc1ccccc1 (stereo not given)	2	15	-0.2	-12	-5	-14	-3	7	2
COc1ccccc1NC(=O)c1cc(S(=O)(=O)N2CCCC2)cn1C	0	-1	0.7	-5	-3	-7	-5	0	-10
CCC(CO)Oc1cc(NCc2ccccc2O)c2ncn(C(C)C)c2c1 (stereo not given)	7	12	0.2	-15	-13	3	-7	5	-4

Looked up by structure from the list above:
SMILES	TAAR1 agonist	M1 PAM parental	M1 ag parental	CHO-K1 Ca antag	CHO parental Ca	M1 antag	M1 ag	CHRM1 PAM	TAAR1 antagonist
CCCOc1ccc(C2C3=C(Nc4nc(N)[nH]c(=O)c42)c2ccccc2C3=O)cc1 (stereo not given)	-2	6	0.1	-12	-11	-8	-3	5	-23
CCC(CO)Oc1cc(NCc2ccccc2O)c2ncn(C(C)C)c2c1 (stereo not given)	7	12	0.2	-15	-13	3	-7	5	-4
Cc1cccc(-c2nnc(SCCC(=O)N3CCOCC3)o2)c1	2	-12	0.3	7	-13	6	0	2	3
CN(c1ccc(OCC(=O)OCC(=O)Nc2ccccc2)cc1)S(=O)(=O)c1cccs1	15	10	10	-3	4	-5	1	0	14

Rows are unselected; any-hit rate near 4.4%.
